phage Ecoli inh – E. coli growth loss with phage present; inhibition, % at 11.9 µM; AID 651602; actives 0.26% (n = 360,000); growth absorbance; in the data active = inhibition above about 11%
AddAB inh – less growth of phage-infected E. coli with AddAB. E. coli expressing H. pylori AddAB, absorbance growth. inhibition, % at 11.9 µM. actives 0.29% (n = 330,000). AID 435030; in the data active = inhibition above about 12%;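 note: 0% = vehicle wells of infected cells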
Tat transport – blocks Tat-dependent protein export in E. coli | AID 488895 | E. coli MC4100 TorA-mCherry Tat export, fluorescence | inhibition, % at 10 µM | actives 0.036% (n = 340,000);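 active = mean replicate inhibition at least 50% and at least half of replicates individually reaching 50%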;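 note: exported cargo escapes ClpAP degradation while cytoplasmic cargo is degraded and loses fluorescence; 0% = median of neutral control wells and 100% = median of NaSCN control wells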
Ecoli viability – reduces bacterial viability in AddAB counter-screen | E. coli V3065 growth, OD600 absorbance, 18 h | inhibition, % at 11.9 µM | actives 0.27% (n = 330,000);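 active = inhibition above the campaign's mean inhibition across all tested compounds plus 3 SD, cut at about 9.9% in these data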;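 note: uninfected addAB+ strain grown without phage in ampicillin broth; 0% = DMSO wells and 100% = ciprofloxacin 0.95 µg/ml wells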
Mot1-301 SUMO – blocks SUMOylation pathway, rescuing yeast Mot1-301 growth. S. cerevisiae Mot1-301 growth rescue, ATP luminescence, 38.5C; percent above DMSO median, 100 means doubled. growth rescue, % at 18.8 µM. actives 1% (n = 320,000). AID 2716;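 active = every valid replicate shows activation above 250% relative to neutral control wells; inactive = the rest, any valid replicate at or below 250%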;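 note: OY570 slx delta 5 strain wells were the positive control but not used for scaling; some compounds called inactive have numbers as strong as hits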
* marks the source's active call; other numbers are inactive results; / = not tested or not shown. Not all compounds are listed; count on the stated rates, not on these rows.

compound	Tat transport	Mot1-301 SUMO	Ecoli viability	AddAB inh	phage Ecoli inh
FC(F)(F)c1ccc(-c2ccc3c(c2)CNCc2cnnn2-3)cc1	/	/	/	/	2.7
O=C(NCCN1CCC2(CC1)C(=O)NCN2c1ccccc1)c1ccccc1F	/	/	/	/	3.3
CCCCn1nnnc1C(c1ccc(OC)cc1)N1CCC2(CC1)C(=O)NCN2c1ccccc1 (stereo unspecified)	/	/	/	/	-0.2
O=C1NCN(c2ccccc2)C12CCN(C(CCc1ccccc1)c1nnnn1-c1ccc3c(c1)OCCO3)CC2 (stereo unspecified)	/	/	/	/	-1.9
CCOC(=O)[C@]12Cc3cc(OC)ccc3[C@H]1N(C1CCCCC1)C(=O)c1ccccc12	/	/	/	/	5.4
NC(Cc1cc(O)c(O)cc1O)C(=O)O (stereo unspecified)	/	-20	5.1	0.8	/
COC(=O)N1CCN(C(=O)Cc2ccc(Cl)c(Cl)c2)C(CN2CCCC2)C1 (stereo unspecified)	/	0	-0.6	-2.4	/
Cc1ccc(C(=O)N[C@@H](C)CN2C3=NC[C@H](Cc4ccccc4)N3C[C@H]2Cc2ccc(O)cc2)cc1Br	/	52	-0.8	4.1	/
Cc1cccc(N2C(=O)NC(=O)/C(=C/c3ccc([N+](=O)[O-])o3)C2=O)c1	/	1	0.3	1.8	/
CC[C@H]1CC2CN3CCc4c([nH]c5cc(OC)ccc45)[C@](C(=O)OC)(C2)[C@H]13	/	-14	-1.3	1.7	/
CCC1C=CC=CC[C@H](C)[C@@H](O)[C@](C)(O)C(=O)[C@@H](C)[C@H](O)[C@@H](C)C(=O)[C@H](C)[C@@H](O)[C@H](C)C=CC(=O)OC2[C@@H](C)C(CC1)OC1(CC[C@@H](C)C(C[C@H](C)O)O1)[C@@H]2C (stereo partly specified)	/	41	-0.8	1.6	/
C[C@]12CC[C@H](O)CC1=CC[C@@H]1[C@@H]2CC[C@@]2(C)[C@H]1CC[C@]2(C)O	/	10	-2.1	1.1	/
Cn1c(O)c(/C=N/N2CCOCC2)c(=O)[nH]c1=S	/	357	2.5	-0.8	/
O=C1NC(=O)N(c2ccccc2)C(=O)/C1=C/c1ccc2c(c1)Cc1ccccc1-2	/	-10	0.7	3.3	/
c1ccc(-c2[nH]c[n+](CC3CO3)c2-c2ccccc2)cc1 (stereo unspecified)	/	-12	-0.1	0.8	/

A portion from further up, for reference:
compound	Tat transport	Mot1-301 SUMO	Ecoli viability	AddAB inh	phage Ecoli inh
O=C(NCCN1CCC2(CC1)C(=O)NCN2c1ccccc1)c1ccccc1F	/	/	/	/	3.3
CCCCn1nnnc1C(c1ccc(OC)cc1)N1CCC2(CC1)C(=O)NCN2c1ccccc1 (stereo unspecified)	/	/	/	/	-0.2
O=C1NCN(c2ccccc2)C12CCN(C(CCc1ccccc1)c1nnnn1-c1ccc3c(c1)OCCO3)CC2 (stereo unspecified)	/	/	/	/	-1.9
CCOC(=O)[C@]12Cc3cc(OC)ccc3[C@H]1N(C1CCCCC1)C(=O)c1ccccc12	/	/	/	/	5.4
NC(Cc1cc(O)c(O)cc1O)C(=O)O (stereo unspecified)	/	-20	5.1	0.8	/
COC(=O)N1CCN(C(=O)Cc2ccc(Cl)c(Cl)c2)C(CN2CCCC2)C1 (stereo unspecified)	/	0	-0.6	-2.4	/
Cc1ccc(C(=O)N[C@@H](C)CN2C3=NC[C@H](Cc4ccccc4)N3C[C@H]2Cc2ccc(O)cc2)cc1Br	/	52	-0.8	4.1	/
Cc1cccc(N2C(=O)NC(=O)/C(=C/c3ccc([N+](=O)[O-])o3)C2=O)c1	/	1	0.3	1.8	/
CC[C@H]1CC2CN3CCc4c([nH]c5cc(OC)ccc45)[C@](C(=O)OC)(C2)[C@H]13	/	-14	-1.3	1.7	/
CCC1C=CC=CC[C@H](C)[C@@H](O)[C@](C)(O)C(=O)[C@@H](C)[C@H](O)[C@@H](C)C(=O)[C@H](C)[C@@H](O)[C@H](C)C=CC(=O)OC2[C@@H](C)C(CC1)OC1(CC[C@@H](C)C(C[C@H](C)O)O1)[C@@H]2C (stereo partly specified)	/	41	-0.8	1.6	/
C[C@]12CC[C@H](O)CC1=CC[C@@H]1[C@@H]2CC[C@@]2(C)[C@H]1CC[C@]2(C)O	/	10	-2.1	1.1	/
Cn1c(O)c(/C=N/N2CCOCC2)c(=O)[nH]c1=S	/	357	2.5	-0.8	/
O=C1NC(=O)N(c2ccccc2)C(=O)/C1=C/c1ccc2c(c1)Cc1ccccc1-2	/	-10	0.7	3.3	/
c1ccc(-c2[nH]c[n+](CC3CO3)c2-c2ccccc2)cc1 (stereo unspecified)	/	-12	-0.1	0.8	/

Part of the list above, with each value named:
Cc1ccc(C(=O)N[C@@H](C)CN2C3=NC[C@H](Cc4ccccc4)N3C[C@H]2Cc2ccc(O)cc2)cc1Br
  Tat transport = /; Mot1-301 SUMO = 52; Ecoli viability = -0.8; AddAB inh = 4.1; phage Ecoli inh = /
CCC1C=CC=CC[C@H](C)[C@@H](O)[C@](C)(O)C(=O)[C@@H](C)[C@H](O)[C@@H](C)C(=O)[C@H](C)[C@@H](O)[C@H](C)C=CC(=O)OC2[C@@H](C)C(CC1)OC1(CC[C@@H](C)C(C[C@H](C)O)O1)[C@@H]2C (stereo partly specified)
  Tat transport = /; Mot1-301 SUMO = 41; Ecoli viability = -0.8; AddAB inh = 1.6; phage Ecoli inh = /

Further entries follow:
compound	Tat transport	Mot1-301 SUMO	Ecoli viability	AddAB inh	phage Ecoli inh
OC[C@@H](O)CCl	/	360*	-1.8	-1.9	/
c1nc2nc3c(c(N4CCNCC4)n2n1)CCCC3	/	0	2.8	1.8	/
CC(=O)O[C@@H]1/C=C/[C@](C)(O)C[C@@H](C)C/C=C/[C@H]2[C@@H]3O[C@]3(C)[C@@H](C)[C@H]3[C@H](Cc4ccccc4)NC(=O)[C@@]312	/	165	-1.7	3.0	/
O=C1NC(=O)N(c2ccccc2)C(=O)/C1=C\c1ccc2c3c(cccc13)CC2	/	12	0.5	5.3	/
Cc1ccc(N2C(=O)/C(=C/c3ccc(CN(CCC#N)S(C)(=O)=O)o3)C(=O)NC2=S)cc1C	/	-4	-1.7	2.4	/
C=C(C=O)C[C@@H]1C[C@H](O)C2OC3C[C@]4(C)OC5/C=C\CC6OC7C(CC=CCC6OC5CCCC4OC3CC2O1)OC1CC2OC3CC(=O)OC3C[C@@H](C)C[C@@]2(C)OC1C[C@@H]7C (stereo partly specified)	/	-12	1.8	1.2	/
CC(C)(O)[C@@H]1[C@H]2OC(=O)[C@@H]1[C@]1(O)C[C@H]3O[C@]34C(=O)O[C@H]2[C@]14C (tested in a mixture with another compound)	/	5	-1.6	-2.1	/
CC(C)(C#CCCCCC#CC(C)(C)[N+](C)(C)C)[N+](C)(C)C	/	4	-3.2	0.9	/
O=C1NC(=O)C(=C/C=C/c2coc3ccc(Br)cc3c2=O)C(=O)N1	/	3	-0.2	-1.3	/
CCN1C(=O)NC(=O)/C(=C\c2cn(CC(=O)O)c3ccccc23)C1=O	/	-5	-0.5	0.8	/
CN(C)CCc1nc2ccccc2c(=O)n1-c1ccccc1	/	-6	-4.0	2.9	/
CC(O)(CS(=O)(=O)c1ccc(F)cc1)C(=O)Nc1ccc(C#N)c(C(F)(F)F)c1 (stereo unspecified)	/	-11	-0.9	-1.6	/
CC(=O)O[C@@H]1/C=C/[C@](C)(O)C[C@@H](C)C/C=C/[C@H]2[C@H](O)C(C)=C(C)[C@H]3[C@H](Cc4ccccc4)NC(=O)[C@@]123	/	-6	0.0	3.2	/
CC/C(=C\C=C\[C@@H]1C=C[C@@H]2CCC[C@H]2[C@@H]1C(=O)c1ccc[nH]1)[C@@H]1O[C@@H]([C@@H](C)C(=O)O)CC[C@@H]1C	-1	172	-2.5	-3.4	/
O=c1[nH]c(=O)n(-c2ccccc2)c(O)c1C=NC12CN3CN(CN(C3)C1)C2	/	132	-0.6	0.2	1.4
Cc1cc(C)cc(N2C(=O)/C(=C\c3ccc(N4CCN(C)CC4)o3)C(=O)NC2=S)c1	/	12	-2.9	4.8	0.4
C=CCN(CC=C)Cc1c[nH]c2ccccc12	/	3	-0.5	1.5	2.9
O=c1[nH]c(=O)n(-c2ccc(Br)cc2)c(O)c1C=NC(CO)(CO)CO	/	-3	0.5	1.8	3.2
CC(C)(C)C(=O)NC1CCSC1=O (stereo unspecified)	/	-2	-0.6	1.7	4.5
NNP(=O)(CC(=O)c1ccccc1)c1ccccc1 (stereo unspecified)	/	39	-0.5	2.9	-1.8
O=C1NC(=O)N(CCc2ccc(F)cc2)C(=O)/C1=C/C=C/c1ccccc1	/	3	-1.5	-2.0	-0.5
COc1ccc(OC)c(-n2c(O)c(/C=C3\C(C)=Nc4ccccc43)c(=O)[nH]c2=O)c1	/	-2	-1.1	2.5	1.5
CCOP(=O)(Cc1cc(C(=O)CC)c(C)o1)OCC	/	658*	1.3	4.3	1.8
Oc1cccc2cccnc12	/	-8	0.8	1.7	-0.3
c1ccc(C2CN3CCC2CC3)cc1 (stereo unspecified)	/	20	-0.6	1.8	-0.1
COc1ccccc1[As](=O)(O)CC(O)COc1ccc(Cl)cc1Cl (stereo unspecified)	/	2	-0.3	1.6	-0.6
C=CCn1c(O)c(C(C)=NC2CCN(Cc3ccccc3)CC2)c(=O)[nH]c1=O	/	-7	2.8	0.0	2.6
CCCN1CCC[C@@H]2Cc3nc(N)ncc3C[C@H]21	/	7	0.7	2.4	2.9
COc1ccc(-n2c(O)c(/C(C)=N/N3CCCCCC3)c(=O)[nH]c2=O)cc1	/	-17	-0.7	-0.3	2.8
Cc1cccn2c(=O)c3c(nc12)N1CCCCCC1C1(C3)C(=O)N(C)C(=O)N(C)C1=O (stereo unspecified)	/	11	1.7	2.2	0.1
NCCc1c(Cc2ccccc2)[nH]c2ccccc12	/	-10	-3.5	2.8	2.2
COc1ccccc1N1C(=O)NC(=O)/C(=C/c2ccc([N+](=O)[O-])s2)C1=O	/	88	1.1	2.8	3.5
Cc1ccc(C(=O)N[C@@H](C)CN2C3=NC[C@@H](Cc4ccccc4)N3C[C@H]2Cc2ccc(O)cc2)cc1Br	/	-40	-1.7	2.8	1.3
CN1C(=O)N(C)C(=O)C2(Cc3ccccc3N3CCCC32)C1=O (stereo unspecified)	/	-9	3.0	7.0	2.4
O=C(Cc1ccc([N+](=O)[O-])cc1)N1CCN(Cc2ccc3c(c2)OCO3)CC1	/	14	-0.2	4.9	3.8
CCN1CCN(Cc2nnnn2C(C)(C)C)CC1	/	-3	0.5	3.0	1.0
O=C(N/N=C/c1c(O)n(CCc2ccccc2)c(=O)[nH]c1=O)c1ccccc1	/	40	-5.3	0.4	0.5
CCOC(=O)C(O)(c1ccc(NC(=O)NC)cc1)C(F)(F)F (stereo unspecified)	/	7	-0.2	0.9	0.9
COc1ccc([C@@H](O)[C@@H](N)c2ccccc2)cc1	/	-11	0.8	0.5	3.6
COC(=O)c1cccc(N=Cc2c(O)n(Cc3ccc(F)cc3)c(=O)[nH]c2=O)c1	/	-6	1.8	7.9	0.1
CCCC[N+]12CCC(CC1)C(Cc1ccccc1)C2 (stereo unspecified)	/	-15	1.8	3.6	-1.0
C=CCn1c(O)c(C(CC)=NCc2ccc3c(c2)OCO3)c(=O)[nH]c1=O	/	-19	1.0	1.2	1.3
COC(=O)CN1C(=O)CN=C(c2ccccc2Cl)c2cc(Br)ccc21	/	-7	1.2	6.7	0.7
c1ccc2c3c(ccc2c1)OCC1CONC31 (stereo unspecified)	/	214	-0.5	3.6	3.0
